Assay outcomes from PubChem BioAssay.
AP ELISA ortho: orthogonal test for alternative complement pathway inhibitors | inhibition, % at 5 µM | AID 1235 | Human serum alternative complement pathway, LPS-coated ELISA, C3 deposition; tested in compound mixtures | actives 0.08% (n = 62,000);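 active = inhibition above 30% in each of the two pooled mixtures holding the compound, so the lower value exceeds 30%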;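 note: 0% = serum in Mg-EGTA without compound and 100% = EDTA serum blank; some compounds past the cut are filed as inactive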
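Test system – human serum alternative complement pathway, C3 deposition on LPS-coated wells · Buffer or medium – diluted human serum in Mg2+-EGTA GVB++ · Compound dosing – 5 µM each compound, pools of ten, 50 µM per pool · Schedule – 1 h serum-compound exposure at 37 °C · Measured by – Anti-C3 ELISA, OD 450 nm · Read-out basis – percent inhibition of C3 deposition onto LPS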
Hsp90 block: displaces geldanamycin probe from tumor Hsp90; NCI-N417 lysate Hsp90, Cy3B-geldanamycin FP displacement; actives 0.35% (n = 64,000); P07900; AID 429; inhibition, % at 30 µM;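 active = inhibition above 50%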;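 note: 0% = tracer plus lysate wells and 100% = tracer alone without lysate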
Abs 340nm: absorbance at 340 nm; compound absorbance at 340 nm, fold over control; 65,000 tested, under 10 active; fold change at 10 µM;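 active = at 10 µM dose, initial 340 nm absorbance at least 2 fold that of control wells; inactive = change under 2 fold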;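 note: initial absorbance extrapolated from kinetic A340 decline of NADH oxidation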
Cdc25B block: human M-phase inducer phosphatase 2 inhibition; P30305; recombinant Cdc25B, OMFP fluorescence Ex485/Em525; inhibition, %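 (compounds tested at 10 µM final in the well)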; actives 0.1% (n = 65,000); in the data active = inhibition above about 50%
FXIa inh mix: inhibitors of human coagulation factor XIa, pooled mixtures | purified FXIa, fluorogenic substrate | inhibition, % at 5 µM | actives 0.19% (n = 62,000) | AID 680;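 note: each value is inhibition by a whole ten-compound pool holding the compound; 0% = enzyme with no mixture and 100% = wells lacking enzyme; strong numbers were not always called active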
Target sequence (P03951 19-387 limits assumed): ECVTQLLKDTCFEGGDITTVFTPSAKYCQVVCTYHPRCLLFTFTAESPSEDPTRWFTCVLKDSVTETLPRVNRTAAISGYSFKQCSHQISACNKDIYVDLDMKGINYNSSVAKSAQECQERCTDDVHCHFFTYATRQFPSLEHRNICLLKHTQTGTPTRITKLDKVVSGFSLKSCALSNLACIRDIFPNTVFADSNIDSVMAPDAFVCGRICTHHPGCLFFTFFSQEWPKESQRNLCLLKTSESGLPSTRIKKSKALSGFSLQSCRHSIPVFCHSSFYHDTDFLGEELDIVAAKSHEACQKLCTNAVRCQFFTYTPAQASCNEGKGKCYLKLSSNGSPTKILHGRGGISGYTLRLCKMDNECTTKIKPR
Target sequence (P03951 388-625 limits assumed): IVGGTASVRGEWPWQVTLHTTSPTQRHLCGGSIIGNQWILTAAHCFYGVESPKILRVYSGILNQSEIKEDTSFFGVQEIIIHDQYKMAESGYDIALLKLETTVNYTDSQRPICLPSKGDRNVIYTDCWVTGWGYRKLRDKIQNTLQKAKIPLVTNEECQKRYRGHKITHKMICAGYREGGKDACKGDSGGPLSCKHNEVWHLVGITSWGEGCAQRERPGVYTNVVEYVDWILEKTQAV
MKP-1 inh: human dual specificity phosphatase 1 inhibition; recombinant MKP-1, OMFP hydrolysis fluorescence; inhibition, %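 (compounds tested at a single concentration somewhere between 10 and 100 µM)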; actives 0.15% (n = 65,000);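 active = inhibition above about 50%, limit read from the data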;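 note: 0% = DMSO max control wells and 100% = wells with enzyme stopped by NaOH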
Target sequence (P28562 whole entry, looked up): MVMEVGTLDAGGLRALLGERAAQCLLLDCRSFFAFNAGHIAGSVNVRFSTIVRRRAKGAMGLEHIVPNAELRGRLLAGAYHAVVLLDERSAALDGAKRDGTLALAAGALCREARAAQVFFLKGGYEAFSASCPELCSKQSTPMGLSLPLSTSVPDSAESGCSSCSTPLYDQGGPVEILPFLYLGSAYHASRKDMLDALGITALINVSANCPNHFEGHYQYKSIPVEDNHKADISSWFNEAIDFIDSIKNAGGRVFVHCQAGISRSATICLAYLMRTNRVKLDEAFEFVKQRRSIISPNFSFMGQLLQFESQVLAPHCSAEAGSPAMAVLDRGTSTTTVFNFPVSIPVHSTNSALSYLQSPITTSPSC
MMP13 inh: blocks human MMP13 activity; inhibition, % at 4 µM; actives 0.07% (n = 65,000); MMP-13 fTHP FRET cleavage, Mca fluorescence; AID 570; P45452;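 active = inhibition above the mean of compound-free control plate wells plus 3 SD, cut at about 14% in these data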;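 note: 0% = DMSO wells and 100% = wells with reference MMP-13 inhibitor after basal subtraction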
JNK3 inh: JNK3 (human) kinase inhibition. actives 0.61% (n = 60,000). purified JNK3 kinase activity, HTS. inhibition, % at 8 µM; in the data active = inhibition above about 17%;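 note: 0% = DMSO and 100% = reference inhibitor; many of its hits are not listed in these tables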
FXIIa mix inh: blocks human factor XIIa in pooled compound mixtures. purified FXIIa, fluorogenic substrate. AID 684. inhibition, % at 5 µM. actives 0.2% (n = 62,000). P00748;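 note: 0% = enzyme without compound and 100% = no enzyme blank; some results filed as inactive read as strong as hits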
Numbers without * were called inactive; / = not tested or not shown; [ ] = remark or other dose. Cut-off read from the data, not from the text of the source, unless noted: active = inhibition above about 20% (passing the limit was not always enough); inactive = the rest.

The line under a structure holds: AP ELISA ortho	Hsp90 block	Abs 340nm	Cdc25B block	FXIa inh mix	MKP-1 inh	MMP13 inh	JNK3 inh	FXIIa mix inh
- CC(=O)OC1CCC(OC(C)=O)c2c1n([O-])c(C)c(C)[n+]2=O (stereo not given)
    5	-2	0.97	-11	3	1	6	4	3
- COc1cc(CCC(=O)N2CCN(S(=O)(=O)c3ccc(C)c(C)c3)CC2)cc(OC)c1OC
    21	-4	0.99	1	4	-2	-3	6	3
- Cc1ccc(C(=O)Nc2nc3ccc(S(C)(=O)=O)cc3s2)s1
    13	-1	1.3	-12	7	2	-2	-2	3
- Cc1nc(NC2=NCN(Cc3ccccc3)CN2)nc2ccccc12
    -16	2	1.1	-5	1	16	0	1	5
- C/C=C(\C)c1nnc(NC(=O)c2ccco2)s1
    13	-2	1.2	-10	5	9	1	0	8
- CC1CCCCN1C(=O)c1ccccc1NC(=O)c1ccco1 (stereo not given)
    4	/	1	-14	6	7	0	/	2
- CCOc1ccc(NC(=O)c2oc3ccccc3c2NC(=O)C(C)C)cc1
    6	-4	1.1	2	3	-7	0	-2	5
- O=C(COc1ccccc1Cl)N1CCN(c2ncccn2)CC1
    -9	0	1	-9	6	5	-3	-1	-41
- O=C(Nc1ccc(Cl)cc1F)c1ccc(COc2c(F)c(F)c(F)c(F)c2F)o1
    22	-1	1	7	1	22	-5	-2	2
- O=C1c2oc3ccc(Cl)cc3c(=O)c2C(c2ccccn2)N1CCCN1CCOCC1 (stereo not given)
    6	-4	1.1	-4	9	18	-4	5	-20
- CC(=O)c1c(C)nc(C)nc1NC(=O)Cc1ccccc1
    17	-6	1	1	2	1	1	-14	-2
- Cc1ccc(S(=O)(=O)Nc2ccc(S(=O)(=O)Nc3ncccn3)cc2)cc1
    16	-6	1	12	4	-5	0	-6	3
- O=C(N1CCOCC1)N1CCN(C(=O)N(c2ccccc2)c2ccccc2)CC1
    3	1	1	-12	5	-3	1	-1	3
- Cc1oc(CC(C)C)cc1C(=O)Nc1ccc(C(=O)O)cc1
    18	-4	1.1	1	9	21	5	1	-19
- COc1ccc(C(=O)N2CCCC2)cc1S(=O)(=O)N1CCC(C)CC1
    15	-2	1	-3	1	5	2	-5	6
- COC(=O)Cn1cc(C(=O)c2ccco2)c2ccccc21
    18	2	1.2	-7	2	9	-1	0	13
- CC(C)Cn1c(N2CCN(C(=O)c3cccs3)CC2)nc2ccccc21
    12	-2	0.99	6	0	21	4	-6	7
- CSc1nc2sc3c(c2c(=O)n1C)CCCC3
    8	2	1.1	-7	0	-3	0	4	4
- CCn1c(SCc2ccc(C#N)cc2)nnc1-c1ccc(S(=O)(=O)N2CCCCC2)cc1
    2	2	0.98	-1	9	-29	2	-5	7
- CCNC(=O)C1CN(S(=O)(=O)c2ccccc2)CCN1S(=O)(=O)c1ccccc1 (stereo not given)
    2	-2	0.97	5	11	-12	-3	7	-1
- COC(=O)C1=C(N)Oc2cc(N(C)C)ccc2C1c1ccccc1OC (stereo not given)
    /	2	1	-4	/	3	4	5	/
- Cc1ccc(OCC(=O)Nc2nnn(C)n2)c(C)c1
    -12	-2	0.98	15	4	-3	0	4	0
- O=C(CNC(=O)c1ccccc1F)NC1CC1
    -11	-1	1.1	2	-6	-3	4	-4	-16
- CCOC(=O)N1CC=C2C(C#N)=C(N)C(C#N)(C#N)[C@H](c3ccsc3)[C@H]2C1
    0	-8	1	-1	-12	2	-7	9	29
- CCOc1ccc(-c2nnc(-c3cccs3)o2)cc1OCC
    10	0	1.1	3	17	3	-114[fluorescence artefact?]	4	3
- O=C(Cc1c(C(=O)O)[nH]c2ccccc12)NC1CCN(Cc2ccccc2)CC1
    18	/	1	10	4	14	4	/	6
- O=C(c1ccco1)N1CCN(C(=O)c2cccc3c2C(=O)N(C2CCCCC2)C3)CC1
    11	-2	0.98	-13	4	25	-4	1	-16
- COc1cccc(C2CC(c3cccc(C)c3)n3ncnc3N2)c1 (stereo not given)
    9	-2	1	-39	3	3	-4	2	12
- Cn1c(=O)c2c(nc(N3CCCCC3)n2CCSc2nc3ccccc3s2)n(C)c1=O
    -42	2	1	-3	0	-2	3	2	3
- O=c1[nH]cnc2[nH]ncc12
    /	0	0.93	-3	/	74*	/	/	/
- CCn1c(N)c(C(=O)NCc2ccc3c(c2)OCO3)sc1=S
    9	2	1	-6	10	-41	-4	-2	-6
- O=C(Nc1ccc2c(c1)OCO2)c1cnc2n(c1=O)CCS2
    14	36	1.1	-3	-3	6	2	-1	6
- C=CCn1c(SCC(=O)Nc2nc3ccccc3s2)nnc1-c1ccccc1O
    3	0	1	-1	5	27	1	-2	3
- O=C(c1cccs1)N1CCN(C2CCN(Cc3ccccc3)CC2)CC1
    23	-6	1	-3	-22	21	0	1	5
- O=C(NCC1CCCO1)c1cccc(N2CCCC2=O)c1 (stereo not given)
    15	-1	1	15	4	-4	0	2	2
- COc1ccc(N=C2C(=O)Nc3ccccc32)cc1
    10	-3	1	-2	3	2	0	-1	2
- CCOC(=O)c1ccccc1NC(=O)Nc1ccc(OC)c(OC)c1
    11	1	1.1	-1	4	-2	-3	1	-1
- O=C(O)CSCCn1cccn1
    10	-2	0.96	-9	7	-6	5	0	0
- Fc1ccc(Br)cc1/C=N/n1cnnc1
    -5	-4	1	-1	-6	7	2	4	3
- Cc1ccc(C(=O)CSC2=C(C#N)C(c3ccco3)C3=C(CC(C)(C)CC3=O)N2)cc1 (stereo not given)
    -6	-12	1.1	-10	15	20	-3	-4	6
- OC1(c2cccc(C(F)(F)F)c2)CCN(c2ncnc3c2[nH]c2ccc(F)cc23)CC1
    17	-5	1.1	4	5	30	-92[fluorescence artefact?]	0	1
- Cn1c(N)c(C(=O)NCc2ccccc2Cl)sc1=S
    -9	-3	1.1	-24	-13	-45	0	11	3
- CCOC(=O)C1(Cc2ccc(O)cc2)NC(c2ccco2)C2C(=O)N(c3ccccc3F)C(=O)C21 (stereo not given)
    -1	4	0.97	5	14	11	-2	0	5
- Cc1cccc(NC(=O)COc2nsnc2N2CCOCC2)c1
    6	-4	1	8	9	-5	7	0	1
- CCCCC(=O)C1CCN(Cc2ccccc2)CC1
    /	-7	1	-4	/	-17	-2	-3	/

A second format for some results above:
> CCOC(=O)C1(Cc2ccc(O)cc2)NC(c2ccco2)C2C(=O)N(c3ccccc3F)C(=O)C21 (stereo not given)
  AP ELISA ortho: -1
  Hsp90 block: 4
  Abs 340nm: 0.97
  Cdc25B block: 5
  FXIa inh mix: 14
  MKP-1 inh: 11
  MMP13 inh: -2
  JNK3 inh: 0
  FXIIa mix inh: 5
> CCCCC(=O)C1CCN(Cc2ccccc2)CC1
  AP ELISA ortho: /
  Hsp90 block: -7
  Abs 340nm: 1
  Cdc25B block: -4
  FXIa inh mix: /
  MKP-1 inh: -17
  MMP13 inh: -2
  JNK3 inh: -3
  FXIIa mix inh: /
> O=C(Nc1ccc2c(c1)OCO2)c1cnc2n(c1=O)CCS2
  AP ELISA ortho: 14
  Hsp90 block: 36
  Abs 340nm: 1.1
  Cdc25B block: -3
  FXIa inh mix: -3
  MKP-1 inh: 6
  MMP13 inh: 2
  JNK3 inh: -1
  FXIIa mix inh: 6

Carrying on:
The line under a structure holds: AP ELISA ortho	Hsp90 block	Abs 340nm	Cdc25B block	FXIa inh mix	MKP-1 inh	MMP13 inh	JNK3 inh	FXIIa mix inh
- CC(C)NC(=O)CN(C(=O)CCC(=O)Nc1ccccn1)c1ccc(F)c(Cl)c1
    0	0	0.96	-12	2	8	-1	-3	1
- CCOC(=O)C1CCN(C(=O)CCn2c(=O)[nH]c3ccsc3c2=O)CC1
    18	/	1	-6	4	0	0	/	1
- O=c1[nH]c(N2CCc3ccccc32)nc2c1CCCC2
    11	-1	0.97	1	10	-3	0	-1	8
- Cc1nc(C)c(C(=O)C2=C(O)C(=O)N(CCN3CCOCC3)C2c2ccco2)s1 (stereo not given)
    14	-7	1.1	-1	6	-2	2	-4	3
- CCC(=O)Nc1c(C)c(CC)nc2ccccc12
    -7	-4	1	5	3	-1	6	-5	6
- COc1ccc(CN2CC(C(=O)NCCCN3CCOCC3)CC2=O)cc1 (stereo not given)
    -7	0	1	65*	2	22	-7	-9	11
- COc1ccc(C(c2sc3nc(C)nn3c2O)N2CCN(CCO)CC2)cc1OC (stereo not given)
    11	0	1.1	-8	1	18	4	-3	3
- Cc1ccc(NC(=O)C2CCCN(S(=O)(=O)c3cnc[nH]3)C2)cc1C (stereo not given)
    10	-3	0.98	39	4	-3	2	2	-16
- Cc1ccc(NC(=O)CSc2nnc(C3CCCCC3)n2N)cc1F
    9	-2	1	0	9	4	4	-3	18
- CCNc1nc(NC(C)C)nc(N(C#N)Cc2ccccc2)n1
    -7	-3	0.98	0	10	-11	1	-3	5
- CCOC(=O)CNC(=O)C(CO)NC(=O)OCc1ccccc1 (stereo not given)
    2	-6	0.98	-6	2	-7	0	3	11
- CC(C)(CNC(=O)c1cccs1)CNC(=O)c1cccs1
    -2	2	1	-16	3	3	-2	2	-17
- Cn1c(=O)c2c(nc(SCCN3CCOCC3)n2Cc2ccccc2)n(C)c1=O
    /	-4	1	-10	/	6	-3	0	/
- O=C1COc2ccc(OCc3ccc(F)cc3)cc21
    8	-6	0.98	2	5	20	1	-3	9
- CC12COC3(C(=O)Nc4cccnc4)CC1CCC32C (stereo not given)
    16	/	1	-12	1	8	4	/	13
- CC(C)C(=O)N(Cc1cc2ccccc2[nH]c1=O)C(C)C
    -1	-4	1	0	7	-13	-7	-9	5
- CSc1nsc(SCc2ccc(F)cc2)n1
    10	-4	1	-8	11	-1	4	-5	7
- CCc1cc2c(=O)c(-c3nc4ccccc4n3C)coc2c(CN2CCOCC2)c1O
    9	-3	1.2	-13	1	-13	-27	2	7
- Cc1ccc(C(=O)C2=C(O)C(=O)N(CCN3CCOCC3)C2c2ccccn2)o1 (stereo not given)
    /	-7	1.1	2	/	-18	0	3	/
- O=C(c1ccc(=O)oc1)N1CCOCC1
    /	-5	1.1	18	/	-9	-17	5	/
- CC1CN(S(=O)(=O)c2ccc(C(=O)Nc3nnc(-c4ccc5c(c4)CCCC5)o3)cc2)CC(C)O1 (stereo not given)
    12	-2	1.1	5	-1	17	-2	0	1
- Cc1cc(O)c(C(C)C)cc1NC1=NS(=O)(=O)c2ccccc21
    22	0	1	-4	0	-10	-2	-2	-4
- CCNC(=O)CCC(=O)Nc1cc(Cl)ccc1C
    21	-3	1.1	-6	10	4	0	0	9
- CC(=O)Nc1ccc2nc(-c3ccccn3)[nH]c2c1
    7	4	1.1	2	7	-8	-34	3	-20
- N#Cc1cc2c(nc1SCc1nc3ccccc3[nH]1)CCC2
    -10	2	1	33	14	-24	-50	-13	7
- O=c1cc(CN2CCC3(CC2)OCCO3)c2c(ccc3ccccc32)o1
    9	-2	1.1	-1	10	-6	-3	-4	13
- N#CC1=C(N)Oc2cc(N)ccc2C1C1CC=CCC1 (stereo not given)
    13	-3	1	2	-27	-3	-114[fluorescence artefact?]	1	2
- O=C(CN1CCc2ccccc2C1)c1cccs1
    -8	-6	1	-5	0	10	4	3	3
- CC1CCCCC12NC(=O)N(CC(=O)NCCc1ccccn1)C2=O (stereo not given)
    /	-2	1	-1	/	23	1	-3	/
- Cc1ccc2c(c1)nnn2C1CCN(C(=O)C2CCCCC2)CC1
    4	1	1	-11	2	14	1	0	40
- O=C(Nc1ccc2nn(-c3ccccc3)nc2c1)c1ccc2c(c1)OCCO2
    7	-6	1.1	-3	6	15	-49	-8	-2
- O=C(O)CNC1=NCCCCC1
    6	-1	1	-18	5	26	3	-1	3
- COc1ccc(C(c2nnnn2Cc2cccs2)N2CCN(c3ccc(F)cc3)CC2)cc1OC (stereo not given)
    12	-3	0.99	-2	1	13	-2	0	-11
- O=C(CCCn1c(=O)c2sccc2n(CC(=O)NCc2ccco2)c1=O)NCc1ccco1
    14	-5	0.97	-13	0	2	2	4	5
- c1ccc2c(c1)OCC(c1nnc3sc(-c4cnccn4)nn13)O2 (stereo not given)
    -3	-20	1	-1	-5	9	-4	-4	0
